NTR1 agonist – NTR1-driven beta-arrestin-GFP spot formation – imaging, U2OS cells, high content, primary screen (AID 493036); P30989; activation, % at 20 µM; 330,000 compounds, 0.17% hits; agonist mode;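 active means activation at or above 40% of the spot to cytoplasm intensity ratio, with at least 20 cells analyzed; inconclusive means wells under 20 cells, flagged as cytotoxic or low count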;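 further: 0% = DMSO without peptide and 100% = 100 nM NTR1 peptide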
Target sequence (P30989 whole entry, looked up): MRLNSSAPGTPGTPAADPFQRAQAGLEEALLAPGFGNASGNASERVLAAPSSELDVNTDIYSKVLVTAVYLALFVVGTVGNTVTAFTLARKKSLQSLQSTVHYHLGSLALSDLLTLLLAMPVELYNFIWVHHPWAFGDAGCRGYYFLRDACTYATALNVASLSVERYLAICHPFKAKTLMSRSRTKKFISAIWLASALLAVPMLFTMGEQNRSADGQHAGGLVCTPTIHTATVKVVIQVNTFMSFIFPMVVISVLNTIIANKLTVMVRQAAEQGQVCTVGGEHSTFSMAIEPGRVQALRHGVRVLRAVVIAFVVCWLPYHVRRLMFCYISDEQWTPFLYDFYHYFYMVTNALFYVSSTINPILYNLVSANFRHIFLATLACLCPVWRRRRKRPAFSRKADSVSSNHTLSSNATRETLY
AID2073 – inhibitors of Mint1-CaV2.2 protein interaction, biochemical, HTRF (AID 2073); HTRF protein-protein interaction, Mint1-CaV2.2; higher % means a stronger effect; inhibition, % at 20 µM; hits with a dose series show IC50 in µM; 290,000 compounds, 0.19% hits; in the data active means inhibition mostly above about 51%, no sharp cut-off; inconclusive means no clear call, values can overlap the other calls; inactive means mostly below about 53%; further: some results filed as inactive read as strong as hits
GPR55 antagonists – GPR55 antagonists blocking LPI-driven arrestin recruitment, primary screen, imaging, U2OS, beta-arrestin-GFP, LPI agonist (AID 2013); 290,000 compounds, 0.13% hits; one-dose inhibition, % at 10 µM; IC50 in µM for titrated hits; U2OS GPR55 beta-arrestin-GFP translocation imaging, LPI antagonism; higher % means a stronger effect;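 active means spots per cell inhibited over 60%, with over 100 cells counted and total cytoplasm intensity under 500,000; inconclusive means wells with under 100 cells, flagged as likely toxic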;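 further: U2OS cells stably carrying GPR55 and arrestin-GFP stimulated by 5 µM LPI near EC80; imaged beta-arrestin-GFP aggregate spots per cell after agonist stimulation; plate controls were LPI-stimulated DMSO wells for no effect and DMSO wells without LPI for full effect; some results filed as inactive read as strong as hits; confirmed hits need IC50 under 10 µM and bright autofluorescent wells are also inconclusive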
NS5 inhibitors – Dengue-2 NS5 methyltransferase inhibitors, primary screen, biochemical, confirmation dose response (AID 588689). 340,000 compounds, 0.3% hits. Dengue-2 NS5 methyltransferase capping enzyme assay, biochemical; higher % means a stronger effect. one-dose inhibition, % at 25 µM; IC50 in µM for titrated hits; in the data active means a potency from the dose series; inconclusive means inhibition above about 29% without an active follow-up result
GPR35 antagonists – inhibition of zaprinast-stimulated GPR35 beta-arrestin translocation – imaging, U2OS, beta-arrestin-GFP, zaprinast agonist, primary screen (AID 2058) | U2OS GPR35 beta-arrestin-GFP translocation imaging, zaprinast antagonism; higher % means a stronger effect | one-dose inhibition, % at 10 µM; IC50 in µM for titrated hits | 290,000 compounds, 0.052% hits;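 active means inhibition of at least 50% with at least 30 cells and total cytoplasm GFP at most 10,000,000; inconclusive means under 30 cells or total GFP of 10,000,000 plus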
MgcRacGAP inhibition – MgcRacGAP GTPase-activating activity inhibitors, confirmation, biochemical, ADP Hunter fluorescence. inhibition, % at 30 µM; hits with a dose series show IC50 in µM. MgcRacGAP-stimulated Rac1 GTP hydrolysis, ADP Hunter fluorescence; higher % means a stronger effect; GST-tagged Rac1 F28L mutant substrate. 340,000 compounds, 0.6% hits. AID 624330;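 active means first-screen hits whose inhibition reached a set limit at any dose in the follow-up dose series; inconclusive means inhibition above the set first-screen limit but never retested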;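 further: fluorescence reports GDP produced by GAP-driven GTP hydrolysis; strong numbers were not always called active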
Yfh1-off respiration – mitochondrial function rescue without frataxin homolog – Friedreich's ataxia, plus single-dose screen, dose response (AID 1465). fold induction at 50 µM; hits with a dose series show EC50 in µM. S. cerevisiae Yfh1-off respiration, WST-1 reduction, 72 h; higher fold induction means a stronger effect. 220,000 compounds, 0.074% hits;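 active means fold induction of absorbance versus untreated yeast above a set limit, then at least 30% activation at any dose in follow-up; inconclusive means repeats straddling the limit, or above it without dose testing; inactive means fold induction below the set limit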;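 further: activators that raise dye reduction in frataxin-depleted yeast; strong numbers were not always called active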
Large T inhibition – SV40 large T antigen inhibitors, biochemical (AID 1903). SV40 large T antigen ATPase/helicase inhibition assay; higher % means a stronger effect. inhibition, % at 20 µM, or IC50 in µM where a hit was titrated. 310,000 compounds, 0.39% hits; in the data active means a potency from the dose series; inconclusive means inhibition mostly from about 32% at the one dose, without a potency; inactive means the rest, 99 in 100 with inhibition below about 32%; further: strong numbers were not always called active
GPR55 activation – GPR55 agonists via beta-arrestin recruitment, primary screen, imaging, U2OS cells, beta-arrestin-GFP redistribution (AID 1961); 290,000 compounds, 0.048% hits; activation, % at 10 µM, or EC50 in µM where a hit was titrated; U2OS GPR55 beta-arrestin-GFP redistribution imaging; higher % means a stronger effect;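 active means activation above 40% with more than 50 cells counted in the well; inconclusive means wells holding fewer than 50 cells, flagged as toxic or sparse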;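 further: U2OS osteosarcoma cells stably expressing GPR55 and beta-arrestin-GFP; plate controls were DMSO negative control for no effect and LPI positive control for full effect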
NTR1 agonist cell count 20 µM – also measured in NTR1 agonist; calls as there; cell count; measured here: cell count, cytotoxicity flag
* = called active by the depositor; i = inactive; ? = inconclusive; · = no result given.

Molecule	NTR1 agonist	NTR1 agonist cell count 20 µM	AID2073	GPR55 antagonists	NS5 inhibitors	GPR35 antagonists	MgcRacGAP inhibition	Yfh1-off respiration	Large T inhibition	GPR55 activation
CC12CCC(c3c(C(=O)O)nn(-c4ccc(F)cc4)c31)C2(C)C (stereo unspecified)	-1.6	61	1%	12%	0%	-5%	3%	i	0%	-0.1%
Cc1cnc(C(=O)OCC(=O)N(Cc2ccccc2)C(C)C)cn1	0.5	39	20%	8%	-10%	4%	4%	i	19%	-0.3%
CC(C)N(C)S(=O)(=O)c1ccc(NC(=O)CSC(=S)N2CCCC2)cc1	-1.5	61	·	·	-6%	·	10%	·	15%	·
CC(=O)Oc1ccc2oc(=O)c3c(c2c1)CCCN3C(=O)CN1CCOCC1	-1.1	56	-5%	-16%	-9%	18%	3%	i	21%	-0.3%
CN(C(=O)COc1ccc(Br)cc1Cl)C1CCCCC1	2.1	61	-7%	-4%	-6%	3%	-3%	i	6%	-0.1%
Cc1c(CC(=O)NCCCC(=O)O)c(=O)oc2cc3occ(-c4ccccc4)c3cc12	0.5	83	20%	16%	3%	-6%	5%	·	25%	0.0%
CC1CC(C)CN(C(=O)c2ccc(NC(=O)c3ccc(=O)[nH]c3)cc2)C1 (stereo unspecified)	-0.8	92	-2%	6%	-3%	2%	-2%	·	-1%	0.2%
O=C(NC1CCCCC1)C1CCC(=O)N(Cc2cccc(C(F)(F)F)c2)C1 (stereo unspecified)	1.7	62	-5%	-2%	0%	6%	7%	·	2%	-0.1%
COC(=O)CCCC1=CC2=CC(=O)C(C)(OC(=O)c3cccs3)C(=O)C2=CN1Cc1ccccc1 (stereo unspecified)	5.1	95	-2%	-4%	18%	20%	9%	i	19%	-0.1%
Cc1nn(C)c(C(=O)NNC(=S)NCC(C)C)c1Cl	1.6	53	-26%	-6%	-10%	5%	8%	i	11%	0.0%
COC(=O)C1CN(C(=O)COc2cc(C)c(Cl)c(C)c2)c2ccccc2O1 (stereo unspecified)	0.4	92	10%	4%	-5%	15%	7%	·	15%	0.0%
Cc1c(S(=O)(=O)N2CCN(c3ccccc3)CC2)c(=O)n(C)c(=O)n1C	4.6	63	5%	1%	-5%	-10%	2%	i	22%	-0.1%
CCOc1cc(/C=C(/NC(C)=O)C(=O)O)cc(Cl)c1OCc1ccc(Br)cc1	-0.1	63	-3%	1%	-4%	-7%	6%	i	7%	0.0%
COc1ccccc1NC(=O)CN1CCN(S(=O)(=O)c2ccc(Br)cc2)CC1	·	·	2%	10%	0%	12%	4%	·	0%	0.5%
O=C(C(Cl)c1ccccc1)N1CCCC1 (stereo unspecified)	-0.9	49	7%	8%	-2%	0%	6%	·	7%	0.0%
NC(=O)CN(c1ccc([N+](=O)[O-])cc1)S(=O)(=O)c1ccccc1	0.5	54	-1%	-4%	-7%	-4%	-1%	i	12%	0.1%
CN/N=C/c1ccc(C#N)cc1	0.5	47	-3%	2%	-5%	-19%	3%	i	15%	-0.2%
COc1ccc(CNC(=O)CN2C(=O)C(C)N(c3ccc(C)cc3)C2=O)cc1 (stereo unspecified)	-0.2	47	0%	-3%	5%	8%	14%	·	1%	-0.2%
c1cnc(Nc2nc(-c3ccc4ccccc4c3)cs2)nc1	2.4	36	4%	-15%	-2%	13%	3%	i	-2%	0.3%
O=[N+]([O-])c1ccc(-c2ccc(/C=N/O)o2)cc1	0.6	44	0%	4%	·	-3%	·	i	14%	-0.1%
COc1ccc(CCNC(=O)C2CCN(S(=O)(=O)N3CC(C)CC(C)C3)CC2)cc1OC (stereo unspecified)	0.3	43	-7%	8%	-3%	-9%	10%	i	5%	0.0%
O=C(Nc1cccc(NC(=O)C2CCCO2)c1)c1ccco1 (stereo unspecified)	0.0	88	-6%	6%	15%	13%	-11%	i	-1%	0.3%
O=C(NC1CCCC1)C1CCCN1S(=O)(=O)c1cccc2cccnc12 (stereo unspecified)	1.4	63	0%	-4%	8%	-10%	2%	i	3%	0.6%
COc1ccccc1-n1ccnc1SCC(=O)NCc1ccco1	0.2	58	-14%	3%	9%	-22%	9%	i	-1%	-0.4%
CCCCc1c(C)nc2cc(-c3ccco3)[nH]n2c1=O	8.0	51	18%	9%	-11%	-5%	11%	i	7%	0.3%
COc1cc(NC(=O)C2CCCCC2)c(OC)cc1NC(=O)CN1CCCCC1	0.1	45	6%	4%	-5%	-19%	3%	i	1%	0.6%
CC1=C(C(=O)Nc2cccnc2)C(c2cccnc2)n2nc(-c3cccs3)nc2N1 (stereo unspecified)	-0.5	53	21%	-7%	-8%	-12%	10%	i	6%	0.3%
O=C(O)c1ccc(N=NN2CCCCCC2)cc1	5.9	78	-2%	-8%	6%	0%	8%	i	17%	0.2%
CCCC12CN3CCN(CC(C3)/C1=N\NC(=O)c1ccc(F)cc1)C2	-0.6	40	9%	-7%	3%	14%	5%	i	14%	1.1%
COC(=O)c1c(C)[nH]c(C(=O)/C=C/c2cccc(Cl)c2)c1C	2.7	84	9%	-8%	5%	-1%	4%	i	4%	0.2%
CC1(C)Cc2nc3oc4c(=S)nc[nH]c4c3cc2CO1	1.7	69	3%	1%	-14%	3%	20%	i	7%	-0.4%
C/C(CC(=O)NCc1ccco1)=N\NC(=O)COc1ccc(C)cc1	3.6	81	8%	10%	-11%	-14%	2%	i	13%	-0.2%
CCCn1c(CCC(=O)Nc2ccccc2Cc2ccccc2)nc2cc(S(=O)(=O)N3CCOCC3)ccc21	0.6	69	18%	4%	0%	6%	7%	i	8%	0.0%
O=C1c2cccnc2C(Nc2ccc(S(=O)(=O)N3CCCCC3)cc2)N1Cc1ccccc1 (stereo unspecified)	-1.4	58	13%	5%	-4%	8%	8%	i	16%	-0.1%
CCOC(=O)CSC1=C(C#N)C(c2ccc(Cl)cc2)C(C(=O)OC)C(=O)N1 (stereo unspecified)	1.8	37	-8%	-16%	1%	-2%	3%	i	10%	0.0%
CC1=NN(S(=O)(=O)c2ccc(C)cc2)C(=O)c2ccccc2O1	0.3	56	8%	12%	-2%	-4%	10%	i	15%	0.3%
Cc1cc2ncc(Cl)nc2cc1C	1.3	71	4%	14%	-5%	8%	2%	i	11%	-0.1%
CN(C)CCNC(=O)c1ccc(-c2nn(C)c(=O)c3ccccc23)cc1	0.5	84	-4%	-18%	-3%	1%	4%	i	20%	-0.1%
Cc1cccc2c(N=NC(=O)C(C)n3cnc4ccccc4c3=O)c(O)[nH]c12 (stereo unspecified)	0.2	70	·	·	-5%	·	9%	·	25%	·
CCCc1c(C(=O)Nc2ccc(F)cc2C)cnn1-c1ccccc1	0.8	42	9%	-4%	-1%	-4%	5%	i	6%	0.3%
Cc1nn(C)c(C(=O)NNC(=S)NC2CCCCC2)c1Br	-1.2	50	-48%	2%	-6%	-8%	4%	i	3%	-0.2%
COc1cc(NC(=O)Nc2cccc(Cl)c2)c(OC)cc1NC(=O)CN1CCCCC1	21	40	-6%	2%	-2%	-12%	14%	i	16%	-0.1%
Cc1ccc(S(=O)(=O)CCC(=O)OCC(=O)c2c(N)n(CC(C)C)c(=O)n(C)c2=O)cc1	3.0	42	5%	15%	-1%	-12%	9%	·	12%	-0.1%
Cc1ccc(S(=O)(=O)NCC2CCC(C(=O)NCc3ccco3)CC2)cc1 (stereo unspecified)	6.2	55	7%	-1%	-1%	6%	10%	i	17%	-0.1%
Cc1cnc(C(=O)N2CCCC(C(=O)c3ccc(Cl)cc3C)C2)cn1 (stereo unspecified)	-1.2	48	-1%	0%	-2%	-21%	10%	i	10%	0.2%
CCOC(=O)CSc1nc2ccccc2n1CC(=O)N(C(C)C)C(C)C	-1.3	54	-1%	2%	-9%	22%	11%	i	1%	0.0%
Cc1ccc(-n2nc3c(=S)[nH]nc(C)c3c2C)cc1	1.6	44	46%	16%	-1%	10%	4%	·	0%	-0.2%
CCOC(=O)N1CCN(C(=O)Nc2cccc(Cl)c2)CC1	-1.7	55	?	9%	-9%	22%	1%	i	-1%	-0.2%
COc1ccc(C(NC(=O)c2ccco2)c2ccc(OC)c(OC)c2)cc1 (stereo unspecified)	1.4	63	-4%	8%	-6%	9%	0%	i	3%	-0.1%
O=C(Nc1ccccc1Cl)N1CCN(c2ncccn2)CC1	2.5	39	-1%	7%	3%	-8%	9%	i	-1%	0.1%
O=c1[nH]c(-[n+]2ccccc2)c(/C=N/N=C(\[O-])c2ccccc2)s1	1.7	63	-16%	5%	3%	2%	9%	i	1%	0.2%
C[C@@H]1CCC[C@]2(O[C@@H](CCO)C[C@@H](O)[C@@H]2O)O1	-3.3	65	·	·	-3%	·	-1%	i	19%	·

Bioassay records as filed in PubChem BioAssay.
